RECQ1 inh = RECQ1 (human) helicase inhibition; AID 2549; P46063; hit rate 0.54% among 240,000; Potency, µM (titrated, usually from 57.3 µM), without a hit: at the top dose activity, negative = inhibition, hits mostly inhibitors; RECQ1 DNA unwinding, red fluorescence kinetic read;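 also: plate controls were vehicle for no effect and no enzyme for full effect; nearly all actives have a fitted effect of over 30% in size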
Target sequence (P46063 whole entry, looked up): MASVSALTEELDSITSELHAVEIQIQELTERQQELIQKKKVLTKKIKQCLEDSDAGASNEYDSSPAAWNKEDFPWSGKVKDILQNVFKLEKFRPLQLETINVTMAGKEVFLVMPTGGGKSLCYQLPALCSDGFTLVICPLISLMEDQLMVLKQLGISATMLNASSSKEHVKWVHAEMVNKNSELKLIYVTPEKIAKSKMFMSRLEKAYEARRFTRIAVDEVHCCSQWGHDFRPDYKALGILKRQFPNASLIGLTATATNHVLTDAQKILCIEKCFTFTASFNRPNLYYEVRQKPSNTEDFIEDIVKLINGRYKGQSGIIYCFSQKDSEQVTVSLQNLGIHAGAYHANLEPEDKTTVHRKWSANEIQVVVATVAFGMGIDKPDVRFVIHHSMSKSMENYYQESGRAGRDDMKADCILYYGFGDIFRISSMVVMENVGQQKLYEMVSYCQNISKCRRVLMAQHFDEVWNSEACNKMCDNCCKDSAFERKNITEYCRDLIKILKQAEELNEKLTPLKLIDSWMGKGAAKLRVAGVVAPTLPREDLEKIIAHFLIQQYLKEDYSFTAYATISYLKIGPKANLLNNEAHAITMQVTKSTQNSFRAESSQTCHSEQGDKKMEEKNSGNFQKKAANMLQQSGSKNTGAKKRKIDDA
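RECQ1T1 50 nM; forked duplex (20 bp + 30-nt ss tails) 200 nM, ATP 2 mM final; pH 8.0, 2 mM MgCl2, 2.5 ug/ml poly(dI-dC); 15 min compound preincubation; discontinuous kinetic read over 2 h at RT.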
HTT cytoprotect = protects HTT-Q103 PC12 cells, measured by ATP | PC12 HTT-Q103 induced, cytoprotection, ATP luminescence, 40 h | Potency, µM (doses to about 56.4 µM), for the others: cytoprotection (ATP increase), actives largely listed as activators | hit rate 0.14% among 230,000 | AID 1471;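 also: % of control where 0% means no effect; nearly all actives have a fitted effect of over 45% in size; toxic huntingtin expression switched on by the ecdysone agonist tebufenozide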
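Cells were plated at 1500 per well in phenol red-free DMEM with 5% equine and 5% calf serum. Tebufenozide (100 nM final) and compounds were added, then ATPlite reagent, and luminescence was read.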
Tau fluor counter = counter-screen for tau fibril formation inhibitors | tau K18 P301L Alexa594 fluorescence, heparin fibrillization | Potency, µM (series often up to 57.7 µM), for inactives: at the highest dose activity change, negative = decrease | hit rate 0.93% among 280,000 | AID 1463; also: % is scaled to controls: 0 for no effect and ±100 for the full control effect; nearly all actives have a fitted effect of over 55% in size
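Human K18 P301L tau (15 uM unlabeled plus 0.24 uM Alexa 594-labeled, final) in 100 mM sodium acetate pH 7 was mixed with compound and 20 uM heparin and incubated 6 hr at 37 C.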
Tau FP inhib = blocks human tau fibril formation measured by polarization; P10636; K18 P301L tau heparin fibrillization, Alexa594 FP, 6 h; Potency, µM (doses to about 57.7 µM), inactives show at the highest dose activity, negative = inhibition, hits mostly inhibitors; hit rate 0.39% among 280,000; also: % is scaled to controls: 0 for no effect and ±100 for the full control effect; nearly all actives have a fitted effect of over 55% in size
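Recombinant K18 P301L […], labeled with Alexa 594 at 0.24 uM over 15 uM unlabeled; heparin inducer 20 uM final; 37 C, 6 hr; FP endpoint.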
TexasRed fluor = Texas Red fluorescence interference in TRb-SRC2 counter-screen | TRb/SRC2 Texas Red total fluorescence interference | Potency, µM (titrated, usually from 106 µM), without a hit: at the highest dose fluorescence change, negative = quenching | hit rate 0.29% among 280,000; active = well fitted curve in either direction with a large enough effect; inconclusive = small, poorly fitted or top-dose-only effect; also: % is scaled to controls: 0 for no effect and ±100 for the full control effect
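Flags fluorescent or light-absorbing compounds by total fluorescence, S + 2P, at 555 nm excitation and 632 nm emission. Mixture: 20 nM Texas Red SRC2 peptide, 0.6 uM human TRb LBD, 1 uM T3, 5% DMSO; compound exposure 5 h at ambient temperature.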
Tau ThT inhib = tau fibrillization inhibition (ThT binding); recombinant tau K18 P301L (four-repeat tau fragment), heparin-induced fibrillization, ThT fluorescence; Potency, µM (top dose mostly 57.4 µM), for inactives: at the highest dose activity, negative = inhibition, actives largely listed as inhibitors; hit rate 2.1% among 270,000; AID 1460; also: % is scaled to controls: 0 for no effect and ±100 for the full control effect; nearly all actives have a fitted effect of over 55% in size
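Heparin-induced (20 uM) aggregation of recombinant human K18 P301L tau, 15 uM unlabeled with 0.24 uM labeled, pH 7 acetate buffer, 6 hr at 37 C with compound. Fibrils quantified by 30 uM ThT fluorescence after 1 hr ambient incubation.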
L3MBTL1 inh = blocks human L3MBTL1 | AlphaScreen L3MBTL1–H3K9me1 peptide binding | Potency, µM (top dose mostly 57.1 µM), for the others: top-dose activity, negative = inhibition, actives largely listed as inhibitors | hit rate 0.66% among 230,000 | AID 485360 | Q9Y468; also: % is scaled to controls: 0 for no effect and ±100 for the full control effect; nearly all actives have a fitted effect of over 60% in size
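L3MBTL1 50 nM + b-AHA-H3(1-15)K9me1 75 nM, 30 min RT; compound added, 30 min RT; streptavidin donor/Ni-chelate acceptor beads 10 ug/mL each final, 30 min RT dark; AlphaScreen read.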
TRb-SRC2 inh = disrupts binding of human TR beta to SRC2; hit rate 0.065% among 280,000; P10828; AID 1469; TRbeta-SRC2 peptide binding, fluorescence polarization; receptor liganded with 1 µM T3; Potency, µM (titrated, usually from 106 µM), for inactives: at the highest dose activity change, negative = inhibition, most hits filed as inhibitors;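 also: plate controls were bound peptide for no effect and peptide without receptor for full effect; nearly all actives have a fitted effect of over 50% in size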
Target sequence (P10828 whole entry, looked up): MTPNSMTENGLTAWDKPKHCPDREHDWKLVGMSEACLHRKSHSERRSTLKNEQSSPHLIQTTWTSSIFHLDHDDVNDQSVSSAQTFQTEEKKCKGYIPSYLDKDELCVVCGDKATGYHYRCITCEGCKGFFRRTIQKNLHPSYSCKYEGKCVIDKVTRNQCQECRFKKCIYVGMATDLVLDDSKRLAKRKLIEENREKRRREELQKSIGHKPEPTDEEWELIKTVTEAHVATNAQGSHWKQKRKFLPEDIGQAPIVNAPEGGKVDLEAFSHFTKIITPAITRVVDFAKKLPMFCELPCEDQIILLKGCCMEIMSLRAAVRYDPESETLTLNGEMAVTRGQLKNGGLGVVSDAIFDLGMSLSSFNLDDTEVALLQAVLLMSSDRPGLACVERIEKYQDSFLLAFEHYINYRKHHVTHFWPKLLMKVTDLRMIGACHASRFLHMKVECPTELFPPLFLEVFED
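Assay buffer: 20 mM Tris-HCl, 100 mM NaCl, 10% glycerol, 1 mM EDTA, 0.01% NP-40, 1 mM DTT, 1 uM T3, 5% DMSO; TRb LBD 0.6 uM, Texas Red SRC2 20 nM; FP after 5 hr.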
* = called active by the depositor; i = inactive; ? = inconclusive; · = no result given; & = joins results of further samples; [ ] = dose if it differs, or a comment. Unless noted, calls follow the shape of the dose curve; as a rule, active = well fitted curve in the direction sought with a large enough effect; inconclusive = small, poorly fitted or top-dose-only effect, or another doubt; inactive = no such curve, though single readings can be large; an effect the other way counts as inactive or inconclusive. Potency is read from the fitted curve at half-maximal effect. Some of the compounds tested; rates above refer to the full screens.

item	SMILES	RECQ1 inh	HTT cytoprotect	Tau fluor counter	Tau FP inhib
1	CCCCCCN(C(=O)CCCCCN1C(=O)NC(c2ccc(-c3ccccc3)cc2)C(C(=O)OCc2ccccc2)=C1C)C(C(=O)NCCCC)c1ccc(OCC(=O)OC)c(C(=O)OC)c1 (configuration not stated)	i	-18%[10 µM]	1%	6%
2	CCOC(=O)C1=NN(C(=O)COc2ccccc2)C(O)(c2ccc(Cl)cc2)C1 (configuration not stated)	7%	6%[10 µM]	-5%	1%
3	O=C1CN(C(=O)/C=C/c2ccc(Cl)cc2)c2ccccc2N1	i	14%[10 µM]	-9%	5%
4	S=C(Nc1ccccc1)c1ccccn1	-8%	-42%[10 µM]	-1%&-11%	0%&-1%
5	COc1ccc(-c2csc(NC(=O)c3ccccc3C(=O)O)n2)cc1	-11%	-26%	-2%	8%
6	Cc1nc2ncnn2c(C)c1Cc1ccc(Cl)cc1F	i	4%	-7%	-3%
7	O=C(CSCc1nc2ccccc2[nH]1)Nc1ccccc1	-8%	-1%	-8%	-13%
8	O=C(CCCn1c(SCc2cc(=O)n3cc(Cl)ccc3n2)nc2ccccc2c1=O)NCC1CCCO1 (configuration not stated)	i	10%[10 µM]	3%	2%
9	O=C(COC(=O)c1ccc(F)cc1)Nc1ccc(Cl)cn1	-6%	3%[10 µM]	-14%	-12%
10	COC(=O)c1ccccc1NC(=S)NC(=O)c1cccc2ccccc12	i	-39%[inhibitor]	-18%	1%
11	C=CCn1c(SCc2c(C(=O)OC)sc(N)c2C(=O)OC)nnc1-c1ccc(Br)cc1	-2%	-15%	-1%	-1%
12	CCC(C(=O)NC1CCCC1)N(C(=O)Cn1nnc(-c2ccc(C)o2)n1)c1cnc2ccccc2c1 (configuration not stated)	-1%	-24%	13%	5%

item	TexasRed fluor	Tau ThT inhib	L3MBTL1 inh	TRb-SRC2 inh
1	-1%	-5%	·	10%
2	-1%[53 µM]	-5%	-1%	8%[53 µM]
3	-2%	-8%	-5%	3%
4	-3%&-6%	?	·	0%&1%
5	-2%	-10%	·	6%
6	1%	-7%	-5%	2%
7	0%	-4%	11%	2%
8	-5%	8%	·	-9%
9	1%	-11%	3%	-13%
10	-5%	?	-10%	-3%
11	-5%	-5%	·	10%
12	-1%	3%	-2%	-8%

Next compounds follow:
item	SMILES	RECQ1 inh	HTT cytoprotect	Tau fluor counter	Tau FP inhib
13	COc1cccc(N2C(=O)Nc3ccccc3C2(O)C(=O)NCc2ccc3c(c2)OCO3)c1 (configuration not stated)	i	1%	0%	-2%
14	Cc1cccc(/C(N)=N/OC(=O)CCc2ccccc2)c1	i	-24%	-8%	-1%
15	COc1ccccc1N1CCN(C(=O)Cn2c(=O)n3nc(-c4ccc(C)cc4)nc3c3ccccc32)CC1	·	·	-5%	-3%
16	O=C(Cc1cn(Cc2cccc(Cl)c2)c2ccccc12)N1CCCCCC1	-6%	22%[10 µM]	7%	11%
17	O=C1NC(c2ccccc2)(C(F)(F)F)C(=O)N1Cc1cccnc1 (configuration not stated)	i	2%[0.074 µM]	2%	3%
18	Cn1cnnc1SCC(=O)Nc1ccc2nc(SCc3cccc4ccccc34)sc2c1	i	14%[10 µM]	?	?
19	CCOC(=O)N1CCC(NC(=O)c2cc(-c3ccc(F)cc3)[nH]c2C)CC1	i	-46%[inhibitor]	-14%	7%
20	CC12CCC(C(=O)N(CCCN3CCN(Cc4ccccc4)CC3)C1=O)C2(C)C (configuration not stated)	18%	-21%[10 µM]	4%	8%
21	COC(=O)CS(=O)(=O)c1cc(Br)cc2c1N(C(C)=O)CC2	-2%	1%[10 µM]	-7%	1%
22	O=C1CC2c3ccccc3C1C1C(=O)N(CCO)C(=O)C21 (configuration not stated)	-4%	3%[10 µM]	-7%	3%
23	CCc1ccc(-c2nc(CSCC(=O)N3CCN(c4ccc(F)cc4)CC3)c(C)o2)cc1	·	·	-8%	-11%
24	CC(=O)c1cc2c(cc1NC(=O)CN1CCCCC1C)OCO2 (configuration not stated)	-10%	-12%	-9%	-1%

item	TexasRed fluor	Tau ThT inhib	L3MBTL1 inh	TRb-SRC2 inh
13	3%	-7%	·	4%
14	-6%	-10%	63%[activator]	3%
15	-1%	-15%	·	-5%
16	1%	-2%	-10%	-10%
17	-8%	4%	11%	-2%
18	5%	?	·	2%
19	0%	-11%	-8%	-3%
20	-3%	-5%	-4%	-4%
21	-1%	-9%	-9%	-7%
22	-3%	-5%	-2%	-4%
23	-20%	-18%	·	3%
24	1%	-1%	·	3%

Continued.
item	SMILES	RECQ1 inh	HTT cytoprotect	Tau fluor counter	Tau FP inhib
25	Cc1ccc2cc(CN(CCCN(C)C)C(=S)NCc3ccccc3)c(=O)[nH]c2c1C	3%	-26%[10 µM]	3%	3%
26	CC(C)C(=O)Nc1ccc(C(=O)NNC(=S)NC(=O)c2ccco2)cc1	11%	15%[10 µM]	-9%	2%
27	O=C(O)c1ccc(-c2nc(-c3cccc(C(F)(F)F)c3)cs2)cc1	-5%	-50%[inhibitor]	-4%	1%
28	COc1ccc(N(C(=O)C2CSC(=O)C2)C(C(=O)NC(C)(C)C)c2ccncc2)cc1 (configuration not stated)	i	2%[10 µM]	2%	0%
29	COc1ccc(OC)c(NC(=O)CSCC(=O)O)c1	4%	-7%[10 µM]	-7%	-9%
30	C/C(NC(=O)c1cccc(F)c1)=C1/C(=O)C[C@@H]2[C@H]1C2(C)C	0%	9%	-18%	0%
31	COCc1cc(C)nc2sc(C(=O)Nc3ccc(OC(F)(F)F)cc3)c(N)c12	·	·	-24%	-14%
32	CCOC(=O)Cn1c(=O)oc2cc(S(=O)(=O)N3CCN(c4ccccn4)CC3)ccc21	-8%	-8%	-11%	0%
33	CCOC(=O)c1cc(S(=O)(=O)N2CCN(c3ccc(F)cc3)CC2)[nH]n1	·	·	-8%	-7%
34	O=C(NCCNC(=O)c1cc(OCC(F)(F)F)ccc1OCC(F)(F)F)Nc1ccc(OC(F)(F)F)cc1	0%	-12%	-26%	3.5µM*
35	CCCC(=O)Nc1ccc2c(c1)nc(CCNC(=O)c1ccco1)n2C	-4%	26%[10 µM]	1%	1%
36	C1CC(CN2CCOCC2)CN(Cc2nc(CC3CC3)no2)C1 (configuration not stated)	i	4%[10 µM]	4%	2%

item	TexasRed fluor	Tau ThT inhib	L3MBTL1 inh	TRb-SRC2 inh
25	1%	10%	-20%	-6%
26	-8%	?	·	7%
27	-5%	-6%	9%	-7%
28	0%[53 µM]	-3%	-4%	-3%[53 µM]
29	-3%	-10%	·	-11%
30	1%	-13%	·	-8%
31	-27%	-5%	·	-4%
32	-1%	-12%	·	-1%
33	4%	0%	·	-5%
34	-1%	10%	3%	2%
35	-2%	-4%	-3%	1%
36	0%	-3%	7%	-7%

A second format for 4 compounds above.
#28 COc1ccc(N(C(=O)C2CSC(=O)C2)C(C(=O)NC(C)(C)C)c2ccncc2)cc1 (configuration not stated)
#29 COc1ccc(OC)c(NC(=O)CSCC(=O)O)c1
#30 C/C(NC(=O)c1cccc(F)c1)=C1/C(=O)C[C@@H]2[C@H]1C2(C)C
#31 COCc1cc(C)nc2sc(C(=O)Nc3ccc(OC(F)(F)F)cc3)c(N)c12
Compound | 28 | 29 | 30 | 31
RECQ1 inh | i | 4% | 0% | ·
HTT cytoprotect | 2%[10 µM] | -7%[10 µM] | 9% | ·
Tau fluor counter | 2% | -7% | -18% | -24%
Tau FP inhib | 0% | -9% | 0% | -14%
TexasRed fluor | 0%[53 µM] | -3% | 1% | -27%
Tau ThT inhib | -3% | -10% | -13% | -5%
L3MBTL1 inh | -4% | · | · | ·
TRb-SRC2 inh | -3%[53 µM] | -11% | -8% | -4%

Additional structures:
item	SMILES	RECQ1 inh	HTT cytoprotect	Tau fluor counter	Tau FP inhib
37	CCCCN(CC)CCCNC(=O)c1nn(C)c2c1CS(=O)(=O)c1ccccc1-2	·	·	1%	-4%
38	CCOC(=O)C(C#N)C(Cc1ccccc1)c1ccco1 (configuration not stated)	0%	-14%	-9%	-2%
39	Cc1ccccc1OCCSc1nc2ccc(NC(=O)c3cccs3)cc2s1	·	·	?	10µM*
40	Cc1cc(C)n2cc(CSc3nnc(SCc4cn5c(C)cc(C)nc5n4)s3)nc2n1	16%	10%	-2%	7%
41	N=c1sccn1CC(=O)N1N=C(c2ccc(Cl)cc2)CC1c1ccco1 (configuration not stated)	i	-52%[inhibitor]	-14%	-3%
42	Cc1ccc(Sc2ccc(NC(=O)CCl)cc2)cc1C	-7%	-9%[10 µM]	?	?
43	CCN(CC)S(=O)(=O)c1ccc2c(c1)N(CC(=O)NCCCN1CCN(c3ccc(OC)cc3)CC1)C(=O)CO2	·	·	-19%	3%
44	CC1(C)CC(=O)C(N=Nc2ccc(-c3ccccc3)cc2)=C(O)C1	i	1%[10 µM]	-2%	3%
45	COc1cccc(-c2cn3nc(C)c(C)nc3n2)c1	5%	-95%[inhibitor][0.074 µM]	-23%	-5%
46	CCNC(=O)c1ccccc1-c1nc(-c2ccccc2OC)no1	2%	8%[10 µM]	-3%	-5%
47	Cc1ccc(S(=O)(=O)/N=C(\N)Nc2nc(C)c3ccc(C)cc3n2)cc1	-6%	15%[10 µM]	-2%	4%
48	NC(=S)Nc1ccc2c(c1)OCO2	-4%	?	0%	8%
49	O=C(NNC(=S)Nc1cccc(C(F)(F)F)c1)c1ccc(Cl)cc1Cl	-1%	5%[10 µM]	-26%	11%

item	TexasRed fluor	Tau ThT inhib	L3MBTL1 inh	TRb-SRC2 inh
37	-7%	2%	·	0%
38	0%	-14%	?	1%
39	9%	14%	·	5%
40	1%	-14%	·	2%
41	-1%	?	·	-5%
42	-2%	?	13%	-15%
43	1%	-13%	·	0%
44	-2%	?	-3%	0%
45	-6%	?	26%	-2%
46	-2%	2%	-1%	4%
47	3%	4%	3%	-1%
48	-1%	-6%	·	-4%
49	-2%	?	6%	4%

Bioassay records from PubChem BioAssay.
